DYRK1A inh = blocks rat Dyrk1A kinase activity; ADP-Glo luminescence, NFATc1 peptide; Q63470; inhibition, % at 12.5 µM; 310,000 compounds, 0.43% hits; in the data active = inhibition above about 50%;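 also: plate controls were vehicle with enzyme for no effect and no enzyme for full effect; many of its hits are not listed in these tables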
aSyn UTR inh = 5' untranslated region of α-synuclein, MLPCN primary screen | alpha-synuclein 5'UTR reporter, inhibitor activity | inhibition, % (tested at 7.5 µM) | 300,000 compounds, 0.82% hits | AID 1813; in the data active = inhibition above about 60%; inconclusive = no clear call, values can overlap the other calls;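 also: H4 neuroglioblastoma cells stably carrying SNCA 5'UTR luciferase fusion; 0% = DMSO wells and 100% = positive control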
GSK3A inh = human GSK-3 alpha kinase inhibition; ADP-Glo luminescence, 60 min; 320,000 compounds, 0.1% hits; inhibition, % at 10 µM;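 in the data active = inhibition above about 50%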;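 also: GST-tagged GSK-3 alpha with peptide substrate and 25 µM ATP; 0% = DMSO neutral wells and 100% = GW8510 positive control wells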
Target sequence (P49840 whole entry, looked up): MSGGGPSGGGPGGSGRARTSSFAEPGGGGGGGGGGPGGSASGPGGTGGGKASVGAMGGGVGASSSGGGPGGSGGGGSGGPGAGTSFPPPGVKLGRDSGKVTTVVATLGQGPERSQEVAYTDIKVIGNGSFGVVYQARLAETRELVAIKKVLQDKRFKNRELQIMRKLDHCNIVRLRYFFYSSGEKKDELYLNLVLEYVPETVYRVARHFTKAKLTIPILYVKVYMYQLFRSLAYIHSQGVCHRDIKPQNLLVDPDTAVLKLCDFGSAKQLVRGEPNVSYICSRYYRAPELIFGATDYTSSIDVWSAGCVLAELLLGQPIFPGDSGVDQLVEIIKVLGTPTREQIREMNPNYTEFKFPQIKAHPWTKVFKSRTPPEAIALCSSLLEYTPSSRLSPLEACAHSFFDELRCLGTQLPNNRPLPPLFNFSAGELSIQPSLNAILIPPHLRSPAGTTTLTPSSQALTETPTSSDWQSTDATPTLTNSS
GSK3B inh = blocks human GSK3beta kinase activity. 300,000 compounds, 0.038% hits. P49841. activity score (negative = inhibition), % at 10 µM. GST-GSK3beta kinase, ADP-Glo luminescence, 60 min; hits give low values;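 active = more than half of replicate wells score below -50%, meaning over 50% inhibition versus plate controls; inconclusive = some replicates but at most half score below -50%; inactive = no replicate scores below -50%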;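 also: 0% = median DMSO wells and -100% = median GW8510 positive control wells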
Target sequence (P49841 whole entry, looked up): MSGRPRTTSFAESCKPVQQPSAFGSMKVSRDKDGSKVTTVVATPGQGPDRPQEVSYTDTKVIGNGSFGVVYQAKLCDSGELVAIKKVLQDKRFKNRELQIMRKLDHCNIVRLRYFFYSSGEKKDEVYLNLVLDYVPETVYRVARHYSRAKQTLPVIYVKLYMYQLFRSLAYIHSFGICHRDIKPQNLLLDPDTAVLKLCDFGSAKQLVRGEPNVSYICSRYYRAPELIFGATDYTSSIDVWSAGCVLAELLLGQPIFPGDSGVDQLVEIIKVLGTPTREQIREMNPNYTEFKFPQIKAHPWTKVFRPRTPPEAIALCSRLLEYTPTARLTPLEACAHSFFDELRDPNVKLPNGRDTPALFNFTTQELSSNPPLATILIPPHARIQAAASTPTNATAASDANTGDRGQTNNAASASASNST
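Test system: GST-fused GSK3beta enzyme, cell-free | Quantity: 1.6 ng GST-GSK3beta enzyme per well | Reagent: 25 µM ATP with peptide substrate | Schedule: 60 min enzyme reaction, room temperature | Signal: Luminescent ADP-Glo measurement of ADP formed | Read-out basis: Score relative to plate controls | Control set: DMSO and 20 µM GW8510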
Platelet DG rel = modulates dense granule release in human platelets | human platelet-rich plasma, SFLLRN dense granule ATP release, luminescence | inhibition, %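 (compounds screened at 7.5 µM in platelet-rich plasma)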 | 300,000 compounds, 0.22% hits;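 active = mean replicate score, as percent of positive control, at or above 50; inconclusive = mean below 50 but at least one replicate at or above 50; inactive = mean and every replicate below 50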
IEC-6 tox = IEC-6 cytotoxicity, counter-screen for KLF5 inhibitors. inhibition, % at 5 µM. AID 1825. 290,000 compounds, 0.78% hits. luminescence viability; in the data active = inhibition above about 22%;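 also: 0% = plate median of test compound wells and 100% = cytotoxic reference compound wells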
HSF1 inhib = HSF1 inhibition; NIH3T3-HGL HSE-luciferase, MG132-induced, luminescence 8 h; hits give low values; activity change, negative = inhibition, % at 7.5 µM (by protocol); 300,000 compounds, 0.77% hits; AID 2098;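 active = more than half of replicate wells show activity change below -50%, luminescence cut by over half; inconclusive = some wells, but at most half, below -50%; inactive = no replicate well below -50%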;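 also: luciferase reports HSF-1 transcriptional activity via heat shock element; 0% = median of DMSO wells and -100% = zero luminescence signal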
HSF1 activator = increases HSF-1 driven luciferase reporter signal. NIH3T3-HGL HSF-1 luciferase reporter, MG132, 8 h; 100% = twice DMSO control signal. activation, % at 9 µM. 300,000 compounds, 1.7% hits. AID 504408;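 active = mean replicate activation of at least 50% with a set share of replicates each reaching 50%; inconclusive = only one of those two conditions met; inactive = mean below 50% and too few replicates reaching it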;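 also: 0% = median of the neutral control wells and 100% = twice that signal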
KLF5 inhibitor = kruppel-like factor 5 inhibition | DLD-1 KLF5 promoter-luciferase reporter, luminescence | 290,000 compounds, 0.23% hits | inhibition, % at 5 µM;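 active = inhibition above a per-plate limit of that plate's mean compound inhibition plus 3 SD, cut at about 60% in these data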;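 also: 0% = DMSO wells and 100% = LY294002 at 200 µM; higher means less KLF5 promoter-driven luciferase light; inactives centre near -14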
HSP90 inh = inhibitors of HSP90 luciferase refolding in rabbit reticulocyte lysate; luciferase refolding luminescence, 3 h; inhibition, % at 5.6 µM; 290,000 compounds, 0.91% hits; AID 1789;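 active = inhibition above the screen-wide mean plus 3 SD, computed separately per campaign, cut at about 16% in these data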;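 also: 0% = DMSO wells and 100% = 60 µM geldanamycin wells; inhibitors lower the luminescence because luciferase stays unfolded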
* marks the source's active call; other numbers are inactive results; ? = inconclusive; / = no result given. The list is partial (hit frequency here may not be typical).

SMILES	DYRK1A inh	aSyn UTR inh	GSK3A inh	GSK3B inh	Platelet DG rel	IEC-6 tox	HSF1 inhib	HSF1 activator	KLF5 inhibitor	HSP90 inh
O=C(c1ccc([N+](=O)[O-])cc1)N1CCc2ccccc2C1	-2.5	10.2	-0.5	-0.4	-1.0	-1.7	-1.1	20.0	6.0	-3.5
O=C(NC1CCCC1)C1CCCN(S(=O)(=O)c2ccc(-n3cnnn3)cc2)C1 (stereo not drawn)	8.6	19.1	-0.3	-0.9	-3.2	1.1	-8.0	-10.0	-15.2	-0.3
NC(=O)C1CCCN(S(=O)(=O)c2ccc3ccccc3c2)C1 (stereo not drawn)	-8.9	-0.2	-0.2	-1.1	-1.8	0.2	11.0	3.5	-9.1	-2.8
CC(NC(=O)CC12CC3CC(CC(C3)C1)C2)C(=O)O (stereo not drawn)	-1.3	6.1	-4.6	-0.6	-4.1	-3.1	-1.9	-7.5	-29.9	-6.9
Cc1cccc(CSCC(=O)NCc2ccc(S(N)(=O)=O)cc2)c1	/	-13.8	-0.5	-0.8	1.8	2.2	3.1	8.6	2.3	3.2
COC(=O)[C@@H](NC(=O)O[C@@H]1C(=O)c2ccc(OC)cc2O[C@H]1c1cccc(C(F)(F)F)c1)C(C)C	/	4.1	-1.9	6.5	-1.7	-0.5	-17.1	-29.7	-14.7	0.0
COc1cc(NC(=O)c2cc3c(C)nc4ccccc4c3o2)cc(OC)c1OC	13.0	16.5	1.0	2.9	-1.9	9.0	-51.2*	-52.3	-22.6	0.0
NS(=O)(=O)c1ccc(N/C=C\C(=O)c2ccncc2)cc1	3.7	-7.9	-1.4	-17.2	3.5	-2.2	-9.5	-8.0	-7.9	0.2
O=C(NCC(c1ccco1)N1CCN(c2ccc(F)cc2)CC1)C(=O)NC1CCCC1 (stereo not drawn)	10.6	5.4	0.8	0.1	-2.8	/	-2.4	5.3	/	/
N=c1c2c(-c3ccccc3)c(-c3ccccc3)n(Cc3ccco3)c2ncn1CCCO	/	-30.4	0.2	3.1	-0.7	3.2	-5.4	-1.3	29.4	4.5
Cc1ccc(S(=O)(=O)Nc2ccc(Oc3cccnc3)nc2)cc1	-8.3	-7.8	-1.1	4.2	-20.2	-6.1	5.4	5.5	-24.8	-1.5
O=C(NC1CCN(S(=O)(=O)c2ccc(F)cc2)CC1)c1ccc(F)cc1	7.4	-0.3	-0.3	3.8	9.6	-0.1	0.2	0.3	-34.4	2.2
COc1ccc2c(c1)c1nc3ccccc3nc1n2CCn1c(=O)oc2ccccc21	-1.9	-1.0	-0.1	-24.9	3.1	-4.4	8.5	7.0	-16.2	1.3
Cc1ccccc1NC(=O)c1c(C)nc(SCC(=O)OCc2ccccc2)c(C#N)c1-c1ccc(F)cc1	-1.3	0.9	-3.5	0.2	4.1	-7.5	12.6	34.3	-29.3	-3.5
CN(C)S(=O)(=O)c1cccc(C(=O)OCC(=O)N2CCCC2=O)c1	8.1	5.5	-0.5	-1.0	-9.7	-1.9	5.2	4.4	-36.8	-3.0
Cc1ccc(S(=O)(=O)Nc2nc(-c3ccc(F)cc3)cs2)cc1	-5.0	-0.8	-9.6	-3.2	0.5	-4.3	4.5	42.6	-22.1	-3.8
Cc1ccc(NC(=O)Nc2cccc([N+](=O)[O-])c2)nc1	0.7	-112.8	-1.0	-4.5	-1.0	0.3	8.5	37.5	1.8	3.1
Cc1ccccc1NC(=O)CC(O)(C(F)(F)F)C(F)(F)F	-0.7	-3.5	-0.8	2.3	-3.1	-0.4	-2.9	-10.4	-5.6	-2.6
Fc1ccccc1/C=N/Nc1nc2ccccc2o1	-2.6	-200.1	-1.2	0.8	-1.4	-0.2	21.6	38.4	-161.6	1.0
Cc1onc(-c2ccccc2)c1C(=O)NCC1CCCO1 (stereo not drawn)	-1.9	-1.1	-3.7	-0.9	-1.6	2.3	-8.3	-7.7	-8.9	-2.9
C=CCN1C(=O)c2ccc(C(=O)N(CC)CC(=O)Nc3ccc(OC)cc3)cc2C1=O	-0.2	-10.2	-1.6	1.2	1.5	/	-4.5	-9.3	/	/
O=C(NCCOc1ccccc1)c1ccccc1NC(=O)C1CCCO1 (stereo not drawn)	-2.7	-42.1	-10.2	1.1	6.8	9.6	16.8	42.9	-87.0	3.9
CSc1ccccc1NC(=O)CN(C)CC(=O)Nc1cccc(Br)c1	-0.3	17.2	0.6	-3.8	-11.1	11.2	12.5	10.8	-7.2	-5.1
COc1ccc2cc(C(C)C(=O)N3CCC(C)CC3)ccc2c1 (stereo not drawn)	2.0	24.8	0.7	-24.5	-1.3	3.4	1.6	-23.3	-21.0	7.5
CCOC(=O)c1ccc(NC(=O)c2nc(S(=O)(=O)Cc3ccccc3)ncc2Cl)cc1	-6.0	?	0.2	0.9	-0.8	49.9*	-22.9	-33.4	22.9	2.5
Cc1cccc(NC(=O)[C@@H](NC(=O)[C@@H]2Cc3ccccc3CN2)C(C)C)c1	2.2	-19.4	-0.3	3.9	-0.3	6.2	3.1	9.6	-35.9	4.7
CC1CN(C(=O)COC(=O)c2ccc(N)c([N+](=O)[O-])c2)CC(C)O1 (stereo not drawn)	-4.7	-15.4	-3.0	-2.4	18.6	-0.2	5.4	-3.3	0.9	5.3
OCC1(Cc2ccccc2)CCN(Cc2cnc(-c3cccc4ccccc34)nc2)CC1	-1.5	-4.7	-2.1	0.4	0.8	-6.5	/	/	11.0	0.8
O=C(c1ccccc1)c1cnc(Nc2ccccc2Cl)s1	1.9	-95.8	-0.2	-0.4	-2.2	-6.4	7.2	31.4	-238.0	-2.0
COc1ccc(CCNC(=O)CSc2nnc(CNc3ccc(Cl)cc3)o2)cc1OC	2.0	-5.3	-0.6	3.0	-2.4	2.5	16.9	20.8	-16.1	-1.3
Cc1ccc(CC2C(=O)N(c3ccc(C)cc3)C(=O)C2C)cc1 (stereo not drawn)	-0.5	-25.2	0.1	-2.0	-10.6	3.0	9.0	13.4	-21.9	1.7
CCCCOC(=O)c1ccc(NC(=S)NC(=O)c2c(Cl)cnn2C)cc1	5.5	-17.7	-2.2	-0.8	-8.3	-1.6	-0.9	-10.9	-3.4	-2.0
CCN1CCN(c2cc(C)nc(-c3ccccc3O)n2)CC1	6.0	3.6	3.0	-1.0	-1.1	6.7	-3.0	6.4	-22.9	1.0
Cc1n[nH]c(=S)c2nn(-c3ccccc3F)c(C)c12	3.9	22.0	/	2.5	-2.0	0.6	-5.7	7.2	-29.4	2.8
Cc1cc(C)nc(NC(=O)/C=C/c2ccccc2Cl)n1	3.6	-160.5	0.7	1.2	-20.4	-2.2	20.1	18.1	-99.1	-1.8
Cc1nc2scc(C)n2c(=O)c1S(=O)(=O)NCc1ccc(F)cc1	/	2.7	-0.8	0.7	1.8	-8.5	4.4	17.9	-3.6	-2.8
CC(=O)NCCC(=O)N(C)CC1CCN(CCc2cccc(C(F)(F)F)c2)CC1	4.7	12.5	7.6	-1.5	-6.5	-3.6	-3.9	-11.5	-16.9	-2.5
O=C1CCC(C(=O)OCC(=O)c2ccccc2)N1 (stereo not drawn)	-4.1	17.3	-1.3	2.1	0.0	5.4	-4.4	-8.2	1.8	1.1
N#CC1=C(N)NC(SCc2ccc(F)cc2)=C(C#N)C12CCCCC2	2.5	-83.2	-1.9	2.8	-1.9	9.4	118.7	166.5*	-20.2	0.5
C=CC(C)N1C(=O)S/C(=C\c2ccc(N3CCOCC3)cc2C)C1=O (stereo not drawn)	3.1	-119.6	1.2	2.6	0.7	-11.6	10.4	17.1	-59.2	-7.0
O=C(CN1C(=O)c2ccccc2S1(=O)=O)Nc1ccc(S(=O)(=O)Nc2ncccn2)cc1	-3.6	0.8	/	-0.4	-9.3	/	-4.6	-5.7	/	/
COc1ccc(NC(=O)CCCCC#Cc2ccccc2)cc1	-3.4	5.2	-0.9	3.0	0.3	/	1.7	13.5	/	/
COc1cc(/C=N/NC(=O)c2ccccc2O)ccc1OC(=O)CC1SC(=O)NC1=O (stereo not drawn)	12.8	-11.2	-3.5	0.4	-2.5	-3.4	-10.3	2.1	-7.1	2.1
Cc1noc(C)c1COC(=O)c1cccc(N(C)C)c1	/	-0.8	-1.7	4.9	-2.1	-0.4	-6.4	-5.3	10.9	4.7
O=C(NCc1cccnc1)c1ccc2c(=O)n(CCCN3CCCC3=O)c(=S)[nH]c2c1	34.1	-2.1	0.3	3.5	-0.1	0.1	5.6	0.5	-24.7	-1.6
CC(=O)Nc1ccc(-c2cc(-c3ccccc3)nc(-c3ccccc3)n2)cc1	-11.6	7.1	-1.8	-0.9	20.1	-2.9	-0.2	36.6	-16.8	-4.3
CC(O)c1c(-c2ccccc2)nn(C)c1Cl (stereo not drawn)	0.9	-8.2	-1.8	2.1	-0.5	3.3	0.8	-8.9	-8.1	-1.6
CCC(=NC(CC)CO)C1=C(O)CC(C)(C)CC1=O (stereo not drawn)	-4.0	14.3	-2.8	1.1	0.5	1.1	-3.5	-12.8	0.9	1.2
COc1ccc(COC(=O)C2=C(C)NC(=O)NC2c2ccccc2F)cc1 (stereo not drawn)	-0.7	13.7	0.1	-3.4	-11.6	-2.8	-6.3	-14.7	-33.9	-1.7
O=C(OCc1nc2ccccc2c(=O)[nH]1)c1cccs1	-3.7	-14.0	-3.1	2.8	-3.8	4.5	13.9	33.8	27.8	-2.1
Cc1ccc(CN(C)C(=O)CCc2nc3sc4c(c3c(=O)[nH]2)CCCC4)o1	9.1	4.5	-1.4	2.3	1.4	-1.6	12.7	26.6	-3.9	-0.1
CC1(C)Oc2ccc3ccc(=O)oc3c2CC1O (stereo not drawn)	4.6	-13.3	-0.7	-2.9	-6.5	-1.2	-6.3	-14.7	-12.9	-3.4
C=C1CCN(c2ccc(C(=O)NCCC)cc2[N+](=O)[O-])CC1	8.1	-16.3	2.8	0.8	1.6	/	1.7	6.7	/	/
CCCC(C)NC(=O)c1ccc2[nH]c3c(c2c1)CC(C)CC3 (stereo not drawn)	-2.6	/	-4.0	/	/	10.6	/	/	-5.3	1.2
CCN(C(=S)Nc1cc(S(=O)(=O)N2CCOCC2)ccc1Cl)c1cccc2ccccc12	-4.9	-44.1	0.9	-2.0	3.4	5.8	10.2	12.1	4.1	-5.2
O=C(O)C1CCCN(S(=O)(=O)c2ccc(Cl)s2)C1 (stereo not drawn)	2.1	-11.5	-1.4	3.9	12.8	7.1	-2.7	1.3	2.8	-0.8

Compound activity as filed in PubChem BioAssay.
